From PubChem
EPAC1 ag: agonists of human EPAC1; 360,000 compounds, 0.073% hits; EPAC1 agonist qHTS, biochemical assay; response scale: 100% = response to 6.5 mM cAMP; Potency, µM (top dose mostly 154 µM), for the others: at the top dose activation, hits mostly activators; AID 720707; O95398; also: potency is read from the fitted curve at half-maximal effect; nearly all actives have a fitted effect of over 60% in size
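Read-out is the fluorescence drop as BODIPY-GDP leaves Rap1B (480 nm excitation, 540 nm emission), recorded every 5 minutes over 30 minutes. Reactions held 100 nM EPAC1, 250 nM Rap1B–BODIPY-GDP and 50 uM GDP, with 6.5 mM cAMP setting full activation.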
IL2 activator: activates IL-2 in a cell-based reporter assay; activation, % (series mostly up to about 46 µM); IL-2 activation reporter assay, cell-based qHTS; stimulated with anti-CD3/CD4/CD28 beads; in transgenic mouse T cells; AID 652025; 360,000 compounds, 0.065% hits; in the data active = activation above about 50%; inconclusive = mostly about 30% to 49%; also: 0% is about no effect
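Readout is EGFP and DsRed signal by fluorescent plate cytometry after 18 h at 37 degrees C. Transgenic mouse T cells (750/well) received compound for 60 min before bead stimulation (anti-CD3, anti-CD4, anti-CD28); memory T cells served as non-tolerant control.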
PLK1 PBD block: inhibitors of human PLK1 polo-box domain binding; P53350; Plk1 PBD binding of FITC phosphopeptide, fluorescence polarization; Potency, µM, for the others: max response, negative = inhibition, usual class: inhibitors; 360,000 compounds, 2.8% hits; also: potency is read from the fitted curve at half-maximal effect; series mostly up to about 57 µM; % is scaled to controls: 0 for no effect and ±100 for the full control effect; nearly all actives have a fitted effect of over 65% in size
EPAC1 antag: blocks human EPAC1 exchange factor. EPAC1 GEF assay, Rap1b-BODIPY-GDP exchange fluorescence. 360,000 compounds, 0.14% hits. O95398. Potency, µM (titrated, usually from 115 µM), for inactives: at the top dose activity change, negative = inhibition, actives largely listed as inhibitors;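 also: potency is read from the fitted curve at half-maximal effect; plate controls were vehicle for no effect and positive control for full effect; nearly all actives have a fitted effect of over 50% in size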
CCT modulator: cytosolic chaperonin activity modulation; purified chaperonin ATPase assay, HTRF ADP detection, 30 min; activity change, % (test concentration not listed), hits read low; 360,000 compounds, 0.3% hits; AID 651819; in the data active = activity change below about -30%; also: % is scaled to controls: 0 for no effect and ±100 for the full control effect
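First, chaperonin was dispensed at 40 nM or 20 nM final depending on batch activity. Next, compounds were pinned at 76 uM and ATP added at 10 uM. After 30 min at 37 °C, ADP detection reagents ran 30 min at ambient temperature.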
WRN inhibitor: WRN helicase (human) inhibition. Q14191. WRN helicase unwinding, fluorescent forked duplex, kinetic. Potency, µM (titrated, usually from 114 µM), for the others: at the highest dose activity change, negative = inhibition, actives largely listed as inhibitors. 360,000 compounds, 0.46% hits; also: potency is read from the fitted curve at half-maximal effect; % is scaled to controls: 0 for no effect and ±100 for the full control effect; nearly all actives have a fitted effect of over 55% in size
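Primary qHTS, 1536-well format. 20 nM WRN + compound, 15 min RT; start with 100 nM forked fluorophore/quencher duplex, 2 mM ATP (final); kinetic read ex 525/em 598 nm.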
PI5P4Ka inh: blocks human PI5P4K alpha kinase activity. P48426. PI5P4Kalpha enzyme, ADP-Glo luminescence, 60 min; active compounds read low. max response, %. 330,000 compounds, 1.2% hits. AID 652105; active = max response of -50% or lower; inconclusive = between -30% and -50%; inactive = -30% or higher; also: value at the top dose of about 77 µM; % is scaled to controls: 0 for no effect and ±100 for the full control effect
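ADP-Glo luminescence end-point after a 60 min room-temperature kinase reaction. PI5P4Kalpha and substrate in HEPES pH 7.4 buffer with EGTA, 0.1% CHAPS and 5% DMSO; ATP at 5 microM final.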
EPAC2 ag: EPAC2 (human) agonism | Q8WZA2 | EPAC2 activation, biochemical qHTS; response scale: 100% = 6.5 mM cAMP response | Potency, µM (highest dose often 154 µM), without a hit: at the top dose activation, most hits filed as activators | 360,000 compounds, 0.079% hits | AID 720711; also: potency is read from the fitted curve at half-maximal effect; nearly all actives have a fitted effect of over 50% in size
Target sequence (Q8WZA2 whole entry, looked up): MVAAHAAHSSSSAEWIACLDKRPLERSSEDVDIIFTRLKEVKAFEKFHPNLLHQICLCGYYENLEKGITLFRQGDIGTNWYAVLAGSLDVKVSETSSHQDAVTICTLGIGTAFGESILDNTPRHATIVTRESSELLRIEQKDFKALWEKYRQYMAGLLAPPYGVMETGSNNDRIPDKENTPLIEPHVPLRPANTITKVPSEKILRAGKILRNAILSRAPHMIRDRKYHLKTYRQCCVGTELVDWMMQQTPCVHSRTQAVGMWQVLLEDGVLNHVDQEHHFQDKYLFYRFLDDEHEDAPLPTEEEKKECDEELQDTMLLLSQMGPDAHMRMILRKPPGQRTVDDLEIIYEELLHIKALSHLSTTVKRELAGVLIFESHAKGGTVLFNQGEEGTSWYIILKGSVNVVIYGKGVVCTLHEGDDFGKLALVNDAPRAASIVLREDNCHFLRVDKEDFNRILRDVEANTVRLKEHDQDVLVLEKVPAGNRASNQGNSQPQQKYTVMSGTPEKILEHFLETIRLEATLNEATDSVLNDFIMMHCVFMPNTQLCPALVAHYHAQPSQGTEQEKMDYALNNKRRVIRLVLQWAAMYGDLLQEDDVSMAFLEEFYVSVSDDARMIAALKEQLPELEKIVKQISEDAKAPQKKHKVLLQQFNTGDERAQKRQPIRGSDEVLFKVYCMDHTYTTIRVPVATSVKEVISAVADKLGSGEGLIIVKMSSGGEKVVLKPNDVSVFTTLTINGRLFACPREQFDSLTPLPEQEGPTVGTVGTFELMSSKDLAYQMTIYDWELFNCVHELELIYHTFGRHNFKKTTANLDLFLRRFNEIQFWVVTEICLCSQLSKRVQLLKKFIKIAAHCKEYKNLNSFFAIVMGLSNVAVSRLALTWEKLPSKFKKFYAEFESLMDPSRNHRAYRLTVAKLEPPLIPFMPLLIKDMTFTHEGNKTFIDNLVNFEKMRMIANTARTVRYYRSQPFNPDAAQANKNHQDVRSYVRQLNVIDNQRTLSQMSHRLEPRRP
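Compounds were added across a concentration range to EPAC2 (100 nM), RAP1B-BODIPY-GDP (250 nM) and GDP (50 uM). After 5 min at room temperature, fluorescence was recorded at 5-min intervals for 30 min.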
* hit, by the source's call; ? = inconclusive; . = not tested or not shown; [ ] = remark or other dose. Unless noted, calls follow the shape of the dose curve; as a rule, active = well fitted curve in the direction sought with a large enough effect; inconclusive = small, poorly fitted or top-dose-only effect, or another doubt; inactive = no such curve, though single readings can be large; an effect the other way counts as inactive or inconclusive.

SMILES	EPAC1 ag	IL2 activator	PLK1 PBD block	EPAC1 antag	CCT modulator	WRN inhibitor	PI5P4Ka inh	EPAC2 ag
Cc1cccc(N2C(=O)C3CCCN3C2=S)c1C (stereo not given)	16%	0.0	?	-4%	-2.4	-6%	9	4%
CCOC(=O)Cn1c(=NC(=O)C(C)C)sc2c(C)cc(C)cc21	-9%	-2.4	10%	-5%	0.0	-2%	0	7%
COc1cc(/C=C(/C#N)c2nc3ccccc3[nH]2)ccc1OCC(=O)Nc1ccccc1C	2%	-0.6	-13%	-10%	-12	3%	-3	5%
COc1ccc(OC)c(-c2nc(C(=O)NCC3CCCO3)cc3c2[nH]c2ccccc23)c1 (stereo not given)	-9%	-0.4	-11%	-24%	0.1	10%	-7	16%
O=[N+]([O-])c1ccc(O)c2cccnc12	11%	-0.3	-2%	15%	1.2	2%	-6	4%
Cc1c(N(C)S(=O)(=O)c2cccc(C(=O)NCC3CCCO3)c2)c(=O)n(-c2ccccc2)n1C (stereo not given)	4%	-3.2	-8%	-25%	-0.4	8%	8	19%
C=CCSC1=NC(=O)/C(=C/c2cccs2)S1	6%	0.8	?	?	0.0	-25%[57.1 µM]	-15	6%
COCC(C)NS(=O)(=O)c1ccc(NC(=O)c2ccccn2)cc1 (stereo not given)	-3%	-0.6	4%	6%	1.3	6%	-4	0%
COC(=O)COc1ccccc1/C=C1/NC(=O)NC1=O	2%	0.1	-1%	2%	-1.6	-5%	3	0%
N#CN1C2CCC1CC(O)(c1ccccc1)C2 (stereo not given)	-13%	-0.3	1%	-5%	-1.0	0%	-5	5%
CNC(=O)CSc1nc(SC)ns1	6%	0.8	-10%	13%	-2.1	1%	2	5%
CCNc1cc(O)ccc1C	-4%	0.3	-16%	-3%	-2.2	-30%	-2	19%
CCOc1ccc(N2C(=O)CC(Cc3ccccc3OC)C2=O)cc1 (stereo not given)	5%	-1.1	2%	3%	-3.1	-2%	7	17%
c1csc(CCCN2CCCCC2)c1	11%	-4.2	-7%	18%	1.2	6%	11	6%
CCOc1ccc(-c2cnc(NCc3cccc4ccccc34)n2CCOC)cc1	1%	-4.1	-14%	-9%	-2.9	4%	-11	17%
Cc1cc(C)nc(NC(=O)c2c(C(=O)O)noc2C)n1	-6%	-1.6	-5%	-15%	-0.8	0%	-2	0%
COc1cccc(/C=N/NC(=O)c2ccc3nc[nH]c3c2)c1	-15%	1.3	-11%	-10%	0.1	3%	0	14%
O=C(Nc1ccccc1Br)c1cccc2ccccc12	4%	-0.9	4%	5%	-3.1	-20%	6	7%
O=C(COc1ccc(Cl)cc1)Nc1ccc(Cc2ccncc2)cc1	10%	0.0	-9%	?	-4.0	-9%	2	7%
CCc1nc(CNC(=O)C2CCC(=O)N(CCc3cccc(F)c3)C2)no1 (stereo not given)	1%	-1.7	-6%	?	-1.2	-30%	4	4%
N#CCOc1ccccc1CNC[C@H]1O[C@@H](n2cnc(C(N)=O)n2)[C@H](O)[C@@H]1O	-19%	-0.5	-7%	-29%	-1.1	5%	3	-1%
O=C(CN1CCN(Cc2ccc(Cl)cc2)CC1)N1CCc2ccccc21	-4%	-1.2	-2%	-17%	-1.9	-21%	6	2%
O=C(C=Cc1ccco1)N1CCOCC1	0%	-0.4	-14%	-6%	-2.2	4%	0	11%
COc1ccc(CNC(=O)CCC(=O)c2ccc(C)cc2)cc1OC	-9%	-2.6	-5%	-2%	-2.2	-2%[57.1 µM]	-7	-3%
Cc1ccc(SCCNC(=S)Nc2ccc(C)cc2C)cc1	14%	0.3	-7%	-2%	-0.3	-7%	1	13%
Remaining list, next part:
SMILES	EPAC1 ag	IL2 activator	PLK1 PBD block	EPAC1 antag	CCT modulator	WRN inhibitor	PI5P4Ka inh	EPAC2 ag
C=CCSc1ncc(C(=O)OCC)c(N)n1	-6%	2.7	-12%	-13%	1.0	-8%	5	13%
COc1ccc(/C=C2\N=C(c3ccccc3)N(c3ccc(C(=O)O)cc3)C2=O)cc1OC	5%	-0.4	-10%	-8%	-3.2	-13%	8	-2%
COc1cc(C(=O)NCC2(c3ccccc3)CCCC2)ccc1OC(C)C	4%	-3.5	-5%	-8%	-0.1	3%	-12	7%
CSc1nc2cc(Cl)ccc2s1	-3%	0.7	-12%	6%	-1.2	5%	.	7%
O=c1cc(-c2cccc(F)c2)[nH]c2ccccc12	-4%	-1.5	-4%	-19%	2.4	-1%	1	2%
CC1CN(C(=O)COC(=O)c2ccc(N(C)C)cc2)CC(C)O1 (stereo not given)	3%	-1.2	-8%	-8%	-1.3	-21%	2	1%
Cc1cc(=O)[nH]c(SCc2cccc(F)c2)n1	-6%	-2.9	?	15%	1.0	11%	-1	-7%
Cc1c(NC(=O)C23CC4CC(CC(C4)C2)C3)c(=O)n(-c2ccccc2)n1C	-11%	-2.5	-2%	-3%	-0.6	10%	4	1%
CCC(=NC(CC)CO)C1=C(O)CC(C)(C)CC1=O (stereo not given)	4%	0.9	-6%	-18%	-0.9	0%	.	-4%
Cc1cccc(CN2CCN(C3CN(C4CCCC4)S(=O)(=O)C3)CC2)c1 (stereo not given)	8%	0.6	-22%	23%	-6.8	0%	7	8%
O=C(Nc1cc(S(=O)(=O)N2CCOCC2)ccc1OCC(F)(F)F)C1CCCC1	-13%	-2.0	-3%	7%	-0.3	0%	0	-2%
COc1cc(NC(=O)COc2ccc(C)c(C)c2)ccc1NC(=O)c1ccco1	7%	-0.4	-4%	-11%	0.0	-3%	1	-6%
Cc1csc(CNC(=O)C2CCC(=O)N(CCCc3ccccc3)C2)n1 (stereo not given)	3%	-3.6	-16%	-21%	1.3	3%	1	9%
COCCCNc1nc2c([nH]1)c(=O)[nH]c(=O)n2C	-3%	-2.1	-3%	-10%	-0.6	7%[57.1 µM]	-8	-5%
CC(C)C(=O)N1c2ccccc2NC2=C(C(=O)CCC2)C1c1ccc(N(C)C)cc1 (stereo not given)	12%	-1.0	-5%	0%	-3.1	10%	-3	0%
COc1ccc(C2C=C(Nc3ccccc3)C(=O)N2c2ccccc2)cc1OC (stereo not given)	15%	0.1	6%	-6%	0.8	-13%	0	9%
CCCn1c(N)c(N(CCOC)C(=O)c2cccc(S(=O)(=O)N3CCCc4ccccc43)c2)c(=O)[nH]c1=O	-2%	-3.9	-6%	-5%	-0.1	2%	-3	1%
CCOc1ccc2[nH]c3c(NCC(C)C)ncnc3c2c1	3%	-2.2	-4%	-4%	0.1	-10%	-4	10%
CCC(C)Nc1nc(SC(C(C)=O)C(C)=O)nc(N(C)C)n1 (stereo not given)	-1%	-0.4	0%	-6%	-0.1	0%	-1	-22%
CCCc1cc(=O)[nH]c(Nc2ccc(OC)c(Cl)c2)n1	-6%	-3.9	-5%	1%	-0.3	-7%	-1	5%
CC1(C)CC(=O)C(N=Nc2ccc(F)cc2)=C(O)C1	-12%	-0.1	-6%	6%	-1.8	-1%	1	-2%
CCCCCCCCN1C(=O)[C@H](CC(=O)N2CCN(C(=O)C3CC3)CC2)C[C@@]2(C(=O)OC)CCCCC=C12	-24%	-0.8	3%	-16%	-1.2	-4%	15	-7%
COc1ccc(NC(=O)C2(C)CCN2CCc2ccccc2)cc1OC (stereo not given)	-11%	-0.5	-1%	-15%	-1.9	-7%	-10	10%
CSc1nc(-c2ccccc2)nn1C(=O)c1ccccc1	3%	1.7	?	12%	0.5	2%	3	-6%
CCOC(=O)C1(CC2CCCCO2)CCN(S(=O)(=O)c2cccc(F)c2)CC1 (stereo not given)	-7%	-2.6	-1%	7%	-0.7	-4%	-11	3%

An excerpt from further up:
SMILES	EPAC1 ag	IL2 activator	PLK1 PBD block	EPAC1 antag	CCT modulator	WRN inhibitor	PI5P4Ka inh	EPAC2 ag
C=CCSc1ncc(C(=O)OCC)c(N)n1	-6%	2.7	-12%	-13%	1.0	-8%	5	13%
COc1ccc(/C=C2\N=C(c3ccccc3)N(c3ccc(C(=O)O)cc3)C2=O)cc1OC	5%	-0.4	-10%	-8%	-3.2	-13%	8	-2%
COc1cc(C(=O)NCC2(c3ccccc3)CCCC2)ccc1OC(C)C	4%	-3.5	-5%	-8%	-0.1	3%	-12	7%

Later entries.
SMILES	EPAC1 ag	IL2 activator	PLK1 PBD block	EPAC1 antag	CCT modulator	WRN inhibitor	PI5P4Ka inh	EPAC2 ag
O=C(COC(=O)CC1CCCC1)Nc1ccccc1[N+](=O)[O-]	-6%	-0.6	2%	9%	1.4	4%	6	10%
CCOC(=O)c1[nH]c(C)c(C(=O)OCC(=O)N2CC(=O)Nc3ccccc32)c1C	-11%	-5.1	?	-4%	1.3	0%	6	-11%
CCOC(=O)c1sc2nc(C)nc(N3CCCCC3C)c2c1C (stereo not given)	2%	0.4	-7%	-6%	-0.5	-4%	9	4%
CN1CCN(CCCNC(=O)c2cc3c(-c4ccc(Cl)cc4)nn(C)c3s2)CC1	-25%	0.7	0%	-28%	-0.8	25%	1	7%
COc1cc2c(cc1OC)C(=O)N1[C@H]3c4cc(C)ccc4OC[C@@H]3[C@H](c3ccccc3)[C@]1(C)C(=O)N2	1%	0.1	4%	9%	0.8	-5%	-1	9%
O=C(Nc1ccc(S(=O)(=O)N2CCOCC2)cc1)c1cc(S(=O)(=O)N2CCOCC2)ccc1Cl	-23%	-3.4	-2%	-27%	0.3	-4%	-2	-1%
Cc1cccc(N(CC(O)CON=C2c3ccccc3-c3ccccc32)S(C)(=O)=O)c1 (stereo not given)	?	-0.6	-3%	-20%	-0.2	-22%	.	?
Cc1ccc(S(=O)(=O)N[C@H](C(=O)NCC2CCC(C(=O)O)CC2)C(C)C)cc1 (stereo not given in full)	-12%	-4.6	1%	-20%	-2.9	8%	4	2%
O=C(O)c1cccc(Sc2cc(Cl)ccc2C(=O)O)c1	-4%	0.2	-22%	2%	-1.1	8%	-22	10%
Clc1ncn(CCOc2ccccc2)c1Cl	-9%	1.4	-11%	-3%	-3.5	-5%	7	11%
COC(=O)c1c(NC(=O)c2cccc(N3C(=O)CCC3=O)c2)sc2c1CCN(C(C)=O)C2	-7%	-6.8	-20%	13%	-2.0	8%	-2	12%
CSc1ncccc1C(=O)OCC(=O)NC1CCCc2ccccc21 (stereo not given)	-8%	-0.5	-4%	-4%	-0.3	7%	1	1%

Not all compounds are listed; rates above refer to the full screens.
